S-ASM inh: blocks human secretory acid sphingomyelinase; P17405; placental ASM, HMU-PC fluorogenic substrate, 60 min; Potency, µM (series often up to 57.5 µM), for inactives: top-dose activity change, negative = inhibition, hits mostly inhibitors; 340,000 tested, 0.006% active; AID 504937; note: potency is the fitted concentration of half-maximal effect
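Human placenta-derived ASM preincubated with compound 10 min at room temperature, then reacted with 9 uM (final) fluorogenic HMU-PC substrate for 60 min at 37 C. Stop solution raises pH to 10; fluorescence read at Ex 386/Em 447 nm.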
BRCA1 expr up: increases BRCA1 expression; MCF7-BRCA1-FFLuc reporter, luminescence, 48 h; response scale: scaled: vehicle 0%, 10 µM genistein 100%; Potency, µM (titrated, usually from 46.1 µM), without a hit: at the top dose activation, usual class: activators; AID 624202; 380,000 tested, 1.1% active; note: potency is the fitted concentration of half-maximal effect; nearly all actives have a fitted effect of over 80% in size; some results filed as inactive show a strong effect at the top dose
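Luminescence from a BRCA1-driven firefly luciferase in MCF7 cells was the read-out, taken 15 min after substrate addition following 48 h compound exposure at 37 °C. Data were normalized to a 10 microM genistein control and DMSO vehicle.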
ELG1 genotox: genotoxicity induction in ELG1-luciferase HEK293T cells; HEK293T ELG1-luciferase reporter, luminescence, 16 h; Potency, µM (titrated, usually from 46 µM), for the others: at the highest dose activity change, positive = activation, hits mostly activators; 330,000 tested, 1.3% active; note: potency is the fitted concentration of half-maximal effect; % of control where 0% means no effect; nearly all actives have a fitted effect of over 60% in size
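After overnight (16 hr) compound treatment at 37 °C, ELG1-luciferase HEK293T cells were lysed with ONE-Glo; luminescence quantified 30 min later at room temperature.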
B2AR arrestin: agonists driving beta-arrestin recruitment to human beta2-adrenergic receptor | Potency, µM (series often up to 46.1 µM), for the others: top-dose activation, most hits filed as activators | AID 492947 | beta-arrestin recruitment to beta2AR, cell-based reporter | 330,000 tested, 0.02% active | P07550;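 note: potency is the fitted concentration of half-maximal effect; 0% = DMSO controls and full agonism = EC100 isoproterenol or metaproterenol; nearly all actives have a fitted effect of over 65% in size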
a7 integrin act: activates integrin-mediated alleviation for muscular dystrophy; 350,000 tested, 0.064% active; Potency, µM (series often up to 38.3 µM), for the others: at the top dose activation, usual class: activators; alpha7betagal myoblasts, beta-gal FDG fluorescence, 48 h;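 note: potency is the fitted concentration of half-maximal effect; 100% = response of the positive control SU9516; nearly all actives have a fitted effect of over 60% in size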
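Alpha7betagal+/- myoblasts (passage 13) were plated 16-24 hr, then exposed to compounds (1:260 dilution of DMSO stock) for 48 hours at 37C. After MPER lysis, β-galactosidase reporter activity was read as FDG fluorescence (ex 480/em 540) after 30 minutes.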
TRPV1 ag: agonists of human vanilloid receptor 1 (TRPV1). Q8NER1. TRPV1-expressing cells, Fluo-8 calcium influx, agonist mode. activation, % at 8.33 µM. 320,000 tested, 0.19% active. AID 540275; in the data active = activation above about 80%; inconclusive = between about 30% and that limit; note: 0% is about no effect
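Fluo-8 calcium influx in TRPV1-expressing cells, kinetic read (ex 480/em 520 nm). Compound added and read 3 min for agonist activity, followed by capsaicin at EC20 final and 2 min further read for enhancement.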
TSG101-PTAP inh: blocks PTAP/TSG101 interaction to inhibit HIV-1 budding; Q99816; Fluorescence polarization, FITC-PTAP peptide / Tsg101 binding; Potency, µM (doses to about 115 µM), for inactives: top-dose activity change, negative = inhibition, actives largely listed as inhibitors; 340,000 tested, under 10 active; AID 493005; active = well fitted inhibition curve with a large enough effect in the main read-out, with a control signal flat, not every such curve was filed as active; inconclusive = small, poorly fitted or top-dose-only effect, or effect the other way, or a change in a side signal; inactive = no such curve, though single readings can be large or run the other way; note: potency is the fitted concentration of half-maximal effect; % of control where 0% means no effect
Target sequence (Q99816 whole entry, looked up): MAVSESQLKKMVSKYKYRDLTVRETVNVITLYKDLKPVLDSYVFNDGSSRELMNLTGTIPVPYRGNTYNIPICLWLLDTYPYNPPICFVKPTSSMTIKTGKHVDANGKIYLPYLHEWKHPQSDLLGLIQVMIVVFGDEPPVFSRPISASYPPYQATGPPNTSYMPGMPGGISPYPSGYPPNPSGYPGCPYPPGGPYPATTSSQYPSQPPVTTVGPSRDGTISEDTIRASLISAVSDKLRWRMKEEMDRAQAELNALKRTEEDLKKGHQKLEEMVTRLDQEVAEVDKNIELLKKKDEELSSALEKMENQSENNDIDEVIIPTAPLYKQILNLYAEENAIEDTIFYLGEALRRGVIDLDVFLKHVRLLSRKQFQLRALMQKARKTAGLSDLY
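Compounds were pin-transferred onto Tsg101 binding domain (10 uM final) in HEPES pH 7.5 buffer, then FITC-PTAP peptide was added at 50 nM final. After 20 min at RT, polarization reported peptide displacement across a qHTS concentration series.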
uPA generation: blocks generation of uPA at the cell surface; Potency, µM (highest dose often 38.3 µM), inactives show at the highest dose activity change, negative = inhibition, usual class: inhibitors; 330,000 tested, 0.31% active; cell surface uPA generation assay, qHTS; AID 540303; active = well fitted inhibition curve with a large enough effect; inconclusive = small, poorly fitted or top-dose-only effect; inactive = no such curve, though single readings can be large or run the other way; tested in mouse RAW 264.7 cells; note: potency is the fitted concentration of half-maximal effect; % is set by controls: 0 for no effect and ±100 for the full control effect; nearly all actives have a fitted effect of over 55% in size
USP2a block: blocks human ubiquitin-specific protease USP2a | O75604 | Potency, µM (doses to about 38.3 µM), for inactives: top-dose activity change, negative = inhibition, most hits filed as inhibitors | USP2 core, Ub-CHOP2 coupled fluorogenic reporter, 485/531 | 330,000 tested, 0.01% active;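 note: potency is the fitted concentration of half-maximal effect; plate controls were DMSO wells for no effect and full inhibition by NEM control for full effect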
Target sequence (O75604 whole entry, looked up): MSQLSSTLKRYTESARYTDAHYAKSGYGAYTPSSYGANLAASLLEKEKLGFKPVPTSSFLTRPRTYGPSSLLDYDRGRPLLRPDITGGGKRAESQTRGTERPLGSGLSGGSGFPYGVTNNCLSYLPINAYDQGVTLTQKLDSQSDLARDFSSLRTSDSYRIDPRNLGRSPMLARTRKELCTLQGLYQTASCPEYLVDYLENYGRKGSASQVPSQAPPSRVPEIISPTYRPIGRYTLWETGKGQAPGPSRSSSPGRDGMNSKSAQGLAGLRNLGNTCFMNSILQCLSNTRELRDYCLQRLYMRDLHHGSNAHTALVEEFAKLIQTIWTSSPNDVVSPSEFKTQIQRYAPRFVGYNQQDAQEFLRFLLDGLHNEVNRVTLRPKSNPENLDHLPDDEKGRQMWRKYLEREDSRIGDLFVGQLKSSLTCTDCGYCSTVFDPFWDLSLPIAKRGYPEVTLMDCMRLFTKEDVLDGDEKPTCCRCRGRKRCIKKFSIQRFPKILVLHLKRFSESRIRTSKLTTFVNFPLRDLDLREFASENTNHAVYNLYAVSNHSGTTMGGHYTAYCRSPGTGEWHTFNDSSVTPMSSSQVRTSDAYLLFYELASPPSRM
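Deubiquitinase activity read as fluorescence (485/531 nm) after Ub-CHOP2 cleavage activates the enterokinase reporter on its substrate; USP2 core 10nM, Ub-CHOP2 and substrate 25nM each, 30min compound preincubation then 60min RT; data normalized to NEM, curves fitted.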
p53 reactivation: re-activators of mutant p53 | H1299 p53-A138V BP100-luciferase reporter, luminescence, 24 h | 320,000 tested, 0.063% active | Potency, µM (titrated, usually from 92.2 µM), inactives show top-dose activity change, positive = activation, hits mostly activators; note: potency is the fitted concentration of half-maximal effect; % of control where 0% means no effect; nearly all actives have a fitted effect of over 45% in size
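H1299 (p53-null), stable ts p53-A138V + BP100-Luc; 1000 cells/well, Opti-MEM/10% FBS; cpd 4 pt, 1:5; 24 h, 37 deg C, 5% CO2; detection reagent 10 min RT; luminescence.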
Eya2 phos inh: blocks the phosphatase activity of human Eya2; AID 488837; 330,000 tested, 0.006% active; Potency, µM (series often up to 76.9 µM), for the others: top-dose activity, negative = inhibition, most hits filed as inhibitors; O00167; recombinant Eya2, OMFP fluorescence dephosphorylation (OMFP is methylfluorescein phosphate); note: potency is the fitted concentration of half-maximal effect; % is set by controls: 0 for no effect and ±100 for the full control effect
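Eya2 protein (added as 0.2 uM solution) was preincubated with compound for 10 min at ambient temperature in 50 mM HEPES pH 7.5, 50 mM NaCl, 5 uM MgCl2, 0.05% BSA, 1 mM DTT. OMFP (added at 50 uM) then reacted 10 min; fluorescence read at 485/525 nm.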
* = called active by the depositor; ? = inconclusive; nt = not tested or not shown; [ ] = remark or other dose. Unless noted, calls come from the whole dose curve; as a rule, active = well fitted curve in the direction sought with a large enough effect; inconclusive = small, poorly fitted or top-dose-only effect, or another doubt; inactive = no such curve, though single readings can be large; an effect the other way counts as inactive or inconclusive.

SMILES	S-ASM inh	BRCA1 expr up	ELG1 genotox	B2AR arrestin	a7 integrin act	TRPV1 ag	TSG101-PTAP inh	uPA generation	USP2a block	p53 reactivation	Eya2 phos inh
O=C(COC(=O)c1ccc(F)cc1)Nc1cc(S(=O)(=O)N2CCOCC2)ccc1N1CCCC1	0.3%	-13.9%	0.6%	0.8%	-8.1%	1.9	-5.1%	-2.3%	3.1%	1.8%	1.6%
CCOc1ccccc1NC(=O)CSc1nc(=O)n(Cc2ccncc2)c2c1CCC2	2.3%	-11.1%	-0.2%	-0.8%	-13.9%	0.4	-0.6%	-7.7%	-0.2%	-9.0%	8.0%
CCOC(=O)C1CCN(C(c2cccnc2)c2c(NC(=O)c3ccco3)sc(C)c2C)CC1 (configuration not stated)	14.3%	-68.9%	0.5%	0.0%	-21.0%	2.1	-4.9%	-5.5%	-2.4%	-14.7%	-17.3%
COCCn1c(N)c(C(=O)OCc2ccccc2)c2nc3ccccc3nc21	nt	-7.3%	-0.4%	0.0%	-17.3%	23.9	-2.8%	2.4%	-0.6%	-4.8%	-11.4%
COc1ccccc1NC(=O)Nc1nn(C)c2cccc(OC)c12	-2.6%	11.4%	-12.1%	-1.2%	15.0%	17.9	0.4%	5.0%	1.8%	-1.7%	0.1%
CC1(C)OC(=O)C(=NNc2ccc(Cl)cc2)C(=O)O1	-0.2%	-7.0%	?	-0.7%	11.8%[7.66 µM]	21.6	-4.1%	0.8%	2.7%	16.2%	-7.1%
COc1ccc(CNC(=O)CN2C(=O)NC3(CCCCCCC3)C2=O)cc1	-0.1%	-3.1%	-1.0%	-0.6%	-5.9%	nt	-1.6%	0.4%	0.2%	1.8%	1.6%
COc1ccc(-c2cccc(NC(=O)COc3ccc(Cl)cc3)c2)nn1	-14.3%	17.0%	-4.6%	0.2%	10.7%	16.1	0.3%	-6.1%	-4.7%	-6.8%	14.3%
Cc1ccc(C(=O)N2CCCC(CCC(=O)NCc3ccc(F)c(F)c3)C2)cn1 (configuration not stated)	-1.3%	22.0%	11.7%	0.5%	-10.2%	1.2	-1.7%	-4.7%	-0.6%	nt	5.5%
CC(C)COC(=O)C(C#N)c1nc2ccccc2nc1N1CCN(Cc2ccccc2)CC1 (configuration not stated)	-2.7%	-8.2%	-6.2%	-0.3%	24.1%	18.6	-5.5%	2.6%	-2.7%	-1.1%	-14.0%
CCN(C(=O)COC(=O)c1cc(=O)[nH]c2ccccc12)c1c(N)n(Cc2ccccc2)c(=O)[nH]c1=O	22.4%	5.0%	nt	nt	?	nt	1.8%	-3.4%	nt	nt	nt
Cc1cc(S(=O)(=O)N2CCOCC2)ccc1OCC(=O)N1CCCC1	0.3%	16.0%	1.6%	-0.6%	-29.9%	1.1	-1.1%	0.6%	2.6%	2.8%	0.5%
CN1C(=O)NC(c2ccccc2)C2=C1CN(CCc1ccccc1)C2=O (configuration not stated)	2.0%	2.9%	0.4%	0.1%	3.2%	-1.9	-9.6%	nt	1.4%	-5.5%	21.8%
O=C1C2CCCN2C(=O)N1CCCCN1CCN(CCO)CC1 (configuration not stated)	4.9%	9.3%	2.9%	-0.2%	7.5%	-3.5	-3.3%	1.7%	2.9%	-7.4%	6.3%
CCOc1ccc(C(=O)N(CC)CC(=O)Nc2ccc3c(c2)OCCO3)cc1	1.7%	?	?	0.4%	12.2%	0.0	-1.3%	-3.3%	0.7%	?	-4.5%
Cc1c(NC(=O)c2cc(-c3ccc(Br)cc3)on2)c(=O)n(-c2ccccc2)n1C	4.7%	-6.6%	-8.2%	0.4%	-2.8%	-1.6	-3.2%	-6.1%	2.0%	-4.0%	-3.4%
Cc1cccc(N(CC(=O)NCc2ccccc2)C(=O)Cn2nnc(-c3ccc(C)o3)n2)c1	0.6%	-1.0%	-5.1%	0.4%	1.8%[7.66 µM]	0.6	-4.2%	nt	1.3%	-9.1%	-10.6%
COc1c(OC(C)=O)ccc(/C=C/c2ccc3cccc(OCc4ccccc4)c3n2)c1[N+](=O)[O-]	-2.1%	-56.2%	-4.3%	-2.0%	-24.9%	0.6	0.7%	-7.4%	0.0%	?	-14.7%
CN(C)CCCNC(=O)c1cc(C(=O)Cc2ccccc2)c[nH]1	-2.3%	2.0%	-0.9%	-0.7%	?	2.0	-5.0%	2.5%	1.4%	-9.4%	-6.4%
CC1CCCC(NC(=O)c2cc(S(=O)(=O)N3CCOCC3)ccc2F)C1C (configuration not stated)	-0.1%	-15.2%	-4.7%	-0.3%	0.3%	?	-8.5%	4.4%	-2.2%	5.8%	-4.4%
O=C(Cc1ccc(Br)cc1)NC1CCN(Cc2ccccc2)CC1	1.9%	-45.1%	-10.0%	0.0%	-45.3%[inhibitor]	25.6	0.0%	-1.2%	-0.5%	-2.1%	-11.0%
COc1sc(SC)cc1/C=N/NC(=O)c1ccncc1	3.4%	-18.4%	1.7%	0.3%	?	0.1	0.3%	1.6%	2.6%	2.8%	-8.2%
O=S(=O)(c1ccccc1)c1ncc(C(F)(F)F)cc1O	1.1%	2.0%	-4.0%	-0.1%	-9.7%	2.8	0.3%	-5.0%	0.4%	-0.8%	?
CCN(c1ccccc1)S(=O)(=O)c1ccc(Cl)c(NC(=O)CNCc2ccccc2OC)c1	-2.0%	-46.4%	-13.3%	2.8%	-40.1%	nt	-3.6%	?	-0.8%	19.1%	-29.0%
CCCNC(=O)NC(=O)COC(=O)c1ccc(S(=O)(=O)N(C)c2ccccc2OC)cc1	-2.6%	-8.6%	-3.5%	0.1%	-20.4%	19.6	-1.0%	nt	1.5%	-2.7%	-9.9%

(more compounds)
SMILES	S-ASM inh	BRCA1 expr up	ELG1 genotox	B2AR arrestin	a7 integrin act	TRPV1 ag	TSG101-PTAP inh	uPA generation	USP2a block	p53 reactivation	Eya2 phos inh
CCOc1ccc2oc(C(=O)N3CCN(c4ccccn4)CC3)c(C)c2c1	-1.4%	-42.5%	-0.4%	0.1%	1.3%	1.4	1.3%	5.4%	-0.8%	-2.6%	-6.9%
COc1ccc(/C=N/NC(=O)C2c3ccccc3-c3ccccc32)cc1	4.8%	-77.8%	0.2%	0.0%	-4.8%	-0.9	-1.3%	-5.2%	2.0%	2.1%	-1.8%
Cc1cc(=O)[nH]c2ccc(S(=O)(=O)Nc3ccccc3)cc12	-0.5%	-38.3%	23.1µM*	0.0%	16.0%	0.5	-3.2%	-0.9%	0.3%	nt	14.7%
CCN1C[C@@H]2[C@@H]3C(=O)N(Cc4ccccc4)C(=O)[C@@H]3[C@](C)(C(=O)OC)N2C1=NC1CCCCC1	-3.1%	1.2%	-2.0%	0.2%	3.2%	nt	3.0%	11.1%	0.8%	-1.3%	0.9%
CCn1c(=O)c(C(=O)NNC(=O)c2ccccc2Br)c(O)c2ccccc21	?	-32.7%	-3.9%	8.1%	-3.3%	14.3	0.0%	1.0%	1.6%	4.1%	-1.8%
CN(C)C(=O)c1cc(C(=O)c2ccccc2Cl)c[nH]1	2.2%	84.0%	12.9%	0.5%	16.2%	-3.4	-8.4%	-4.7%	5.7%	8.2%	2.4%
COc1cc(OC)cc(C(=O)NCc2n[nH]c(=S)n2-c2ccccc2OC)c1	-1.8%	-1.3%	1.4%	-0.3%	0.2%	-2.2	-2.1%	-8.1%	-0.4%	9.9%	1.0%
CC(=O)NCCc1c(C)n(Cc2ccccc2)c2ccccc12	-0.8%	-20.9%	4.3%	0.0%	5.8%	?	-1.5%	-2.1%	-1.5%	26.3%	-1.1%
COc1cc(C(=O)Oc2c(OC)cc(C(=S)N3CCOCC3)cc2OC)cc(OC)c1OC	-0.1%	-21.6%	9.7%	0.3%	-32.2%	1.6	-3.9%	-14.7%	1.5%	3.7%	-15.1%
COCCNc1nnc(SC(C)C(=O)Nc2c(C)n(C)n(-c3ccccc3)c2=O)s1 (configuration not stated)	2.1%	1.1%	-2.4%	0.5%	-12.8%	1.3	-6.4%	3.1%	1.2%	7.6%	1.2%
COc1cc(OC)cc(C(=O)N2CCN(C(=O)c3ccc(-c4ccccc4)cc3)CC2)c1	2.4%	-39.1%	2.6%	-0.1%	-5.8%	0.5	-6.4%	1.0%	2.9%	2.6%	0.6%
CC(C)(C)C(=O)/C=c1\[nH]c(=O)/c(=C\c2ccc(C#N)cc2)s1	-5.2%	-64.3%	-16.7%	-0.1%	20.4%	1.3	-4.0%	-2.9%	0.4%	4.0%	-9.1%[15.4 µM]
CN(C)c1ccc(/C=N/NC(=O)c2ccccc2O)o1	0.2%	2.0%	1.5%	-1.1%	-8.5%	-3.3	-2.6%	-3.0%	-0.4%	5.3%	3.4%

Bioassay records as filed in PubChem.
